D1 agonist = agonists of human D1 dopamine receptor; HEK293 T-REx D1 cells, calcium flux, agonist mode; activation, % at 2 µM; P21728; hit rate 1% among 360,000; in the data active means activation above about 30%; further: 0% is about no effect
Target sequence (P21728 whole entry, looked up): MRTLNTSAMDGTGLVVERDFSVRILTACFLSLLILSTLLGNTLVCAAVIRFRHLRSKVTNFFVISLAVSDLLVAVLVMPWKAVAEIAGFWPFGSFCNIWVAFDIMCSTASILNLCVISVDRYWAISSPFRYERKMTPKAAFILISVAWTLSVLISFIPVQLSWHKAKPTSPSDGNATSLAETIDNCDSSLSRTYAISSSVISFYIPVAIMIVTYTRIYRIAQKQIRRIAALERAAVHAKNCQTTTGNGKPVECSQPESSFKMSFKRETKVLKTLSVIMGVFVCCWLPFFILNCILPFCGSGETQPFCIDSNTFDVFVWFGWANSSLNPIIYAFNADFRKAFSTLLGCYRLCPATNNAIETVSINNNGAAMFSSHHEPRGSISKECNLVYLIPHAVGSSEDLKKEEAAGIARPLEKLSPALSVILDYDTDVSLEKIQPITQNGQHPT
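Tetracycline-induced HEK293 TREx D1 cells, force-coupled to calcium signalling, were dye-loaded with a no-wash calcium kit. Compound was pin-added after a 10 s baseline. Fluorescence was read kinetically at 1 cycle/s for 180 s, with calcium rises flagged as agonism.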
D2 potentiator = positive allosteric modulators of human D2 dopamine receptor; P14416; HEK293 T-REx D2, calcium flux, EC20 dopamine potentiation; potentiation, % at 10 µM; hit rate 0.34% among 340,000; AID 485347;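 active means potentiation over 3 SD above the plate norm, cut at about 30% in these data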; further: 0% is about no effect
Target sequence (P14416 whole entry, looked up): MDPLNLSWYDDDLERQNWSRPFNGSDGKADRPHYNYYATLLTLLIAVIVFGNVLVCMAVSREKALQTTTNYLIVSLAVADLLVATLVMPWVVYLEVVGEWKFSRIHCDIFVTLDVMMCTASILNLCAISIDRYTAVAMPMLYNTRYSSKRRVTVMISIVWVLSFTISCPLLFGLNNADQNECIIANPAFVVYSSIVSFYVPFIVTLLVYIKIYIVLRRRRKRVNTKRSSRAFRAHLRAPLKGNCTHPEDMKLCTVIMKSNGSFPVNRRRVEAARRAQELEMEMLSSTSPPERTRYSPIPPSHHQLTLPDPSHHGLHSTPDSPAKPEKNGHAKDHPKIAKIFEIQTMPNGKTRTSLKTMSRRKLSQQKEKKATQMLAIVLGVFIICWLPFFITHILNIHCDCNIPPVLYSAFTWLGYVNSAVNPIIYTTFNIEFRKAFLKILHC
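Primary screen. Calcium kinetics in induced HEK293 T-REx D2 cells: compound pre-addition 180 s, EC20 dopamine, 180 s more.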
D1 antagonist = blocks dopamine activation of the human D1 receptor. P21728. HEK293 TREx D1 cells, calcium flux, dopamine EC80; hits give low values. activity change, negative = inhibition, % at 10 µM. hit rate 3.2% among 360,000. AID 504652; in the data active means activity change below about -30%; further: on the % scale 0 is the no-effect control and ±100 the full control effect
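Allosteric or orthosteric antagonism assessed as attenuation of the calcium response to EC80 dopamine, added 180 s after compound, in induced HEK293 Trex D1 cells loaded with no-wash calcium dye.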
Vif-APOBEC3F blk = inhibitors of Vif-A3F interaction | HeLa A3F-eYFP + Vif (tagged APOBEC3F with the HIV-1 protein that degrades it), YFP fluorescence increase | Potency, µM (top dose mostly 46.1 µM), inactives show at the highest dose activity, negative = active | hit rate 0.2% among 390,000 | AID 602313; further: potency means the concentration at half of the fitted maximal effect; % of control where 0% means no effect; nearly all actives have a fitted effect of over 65% in size
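Fluorescence increase (Ex 488/Em 500-530) after overnight compound treatment at 37 deg C flags inhibition of Vif-driven A3F-eYFP loss in stable HeLa A3F-eYFP/Vif cells seeded overnight beforehand.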
RXFP1 ag = agonists of human relaxin receptor RXFP1; Q9HBX9; HEK293T-RXFP1 cAMP TR-FRET, 30 min; response scale: percent of porcine relaxin response, buffer zero; Potency, µM (top dose mostly 57.5 µM), for the others: top-dose activation, actives largely listed as activators; hit rate 0.3% among 370,000; AID 2676; further: potency means the concentration at half of the fitted maximal effect; on the % scale 0 is the no-effect control and ±100 the full control effect; nearly all actives have a fitted effect of over 60% in size; many of its hits are not listed in these tables
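cAMP rise read by TR-FRET after 30 min, 37C compound exposure (up to 58 uM) in RXFP1-transfected HEK293 cells with Ro 20174 present. EC50 from Hill-equation fits, with 29 nM porcine relaxin as 100% and buffer as basal.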
Vif-A3G inh = Vif-A3G binding inhibition; hit rate 0.076% among 410,000; Potency, µM (titrated, usually from 46.1 µM), for inactives: top-dose activity, negative = active, most hits filed as inhibitors; HeLa A3G-eYFP + Vif (tagged APOBEC3G with the HIV-1 protein that degrades it), YFP fluorescence, overnight; AID 602310; Q9HC16;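 further: potency means the concentration at half of the fitted maximal effect; on the % scale 0 is the no-effect control and ±100 the full control effect; nearly all actives have a fitted effect of over 60% in size; hits raise eYFP signal because A3G escapes Vif-driven loss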
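Read-out is eYFP fluorescence (Ex 488/Em 500-530) from Vif-expressing HeLa A3G-eYFP cells; more signal means A3G escaped Vif-mediated degradation. Cells plated overnight, compound pinned in, incubated overnight at 37 deg C.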
GRP78 ERSR act = inducers of ER stress response in human glioma cells | hit rate 0.02% among 420,000 | AID 602332 | U87-MG GRP78 promoter luciferase reporter, 16 h | Potency, µM, for the others: at the top dose activation, actives largely listed as activators; further: potency means the concentration at half of the fitted maximal effect; series mostly up to about 76 µM; % of control where 0% means no effect; nearly all actives have a fitted effect of over 35% in size
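ERSR induction read as luciferase luminescence (Bright-Glo, 10 min at room temperature) in stably transfected human U87-MG glioma cells exposed to compounds for 16 h, using GRP78 as sensor.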
D1 PAM = potentiators of human D1 dopamine receptor. potentiation, % at 10 µM. hit rate 0.036% among 360,000. HEK293 TREx D1 cells, calcium flux, dopamine EC20 potentiation. P21728; in the data active means potentiation above about 30%; further: 0% is about no effect
LDHA block = blocks human lactate dehydrogenase A; purified LDHA, NADH/diaphorase-resazurin fluorescence; hits give low values; activity change, % (values are at about 110 or 230 µM); hit rate 0.15% among 480,000; AID 1347041; in the data active means activity change below about -30%; inconclusive means mostly about -25% to -30%;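 further: plate controls were DMSO wells for no effect and wells without enzyme for full effect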
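Resorufin fluorescence (ex540/em590), read at 0 and 20 min after diaphorase/resazurin addition, reports the NADH left after a 5 min room-temperature reaction of 2 nM human LDH5 with 0.06 mM NADH and 0.2 mM pyruvate.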
* hit, by the source's call; ? = inconclusive; · = not tested or not shown; & = joins results of further samples. Unless noted, the call rests on the fitted dose curve; in most records, active means well fitted curve in the direction sought with a large enough effect; inconclusive means small, poorly fitted or top-dose-only effect, or another doubt; inactive means no such curve, though single readings can be large; an effect the other way counts as inactive or inconclusive.

SMILES	D1 agonist	D2 potentiator	D1 antagonist	Vif-APOBEC3F blk	RXFP1 ag	Vif-A3G inh	GRP78 ERSR act	D1 PAM	LDHA block
CCOc1ccc(S(=O)(=O)NCCC(=O)NCC(c2ccc(F)cc2)N2CCOCC2)cc1 (stereo not drawn)	1	-6	-78*	-5%	0.5%	1%	-4%	-17	-1
COc1ccccc1N1CCN(S(=O)(=O)c2ccccc2)CC1	4	21	-10	-1%	0.4%	-8%	-4%	-3	-5
COC(=O)NNC(=O)C1CCC(C)CC1 (stereo not drawn)	-1&3	-7	6&2	-17%&3%	-3.0%&3.5%	-1%&1%	-3%&-3%	1&2	-7&-1
O=C1OCCC/C1=C\c1ccc2c(c1)OCO2	2	20	13	-3%	-0.5%	-5%	0%	1	3
COC(=O)Cn1cc([N+](=O)[O-])nc1C	2	·	-6	10%	-0.7%	-1%	1%	0	-1
COc1ccc(Br)cc1/C=C/C(=O)Nc1ccc2ccccc2c1	-1	-19	0	6%	1.8%	0%	4%	-4	-5
CCN(CC)S(=O)(=O)c1ccc2c(c1)c(=O)c(C(=O)NCc1ccccc1)cn2C	3	1	-8	2%	0.5%	-4%	-2%	3	4
Cc1cc(C)cc(C(=O)NC(CC(N)=O)c2ccc(N3CCN(C)CC3)c([N+](=O)[O-])c2)c1 (stereo not drawn)	2	6	-7	-1%	0.4%	6%	-5%	-1	-4
Cc1c(NC(=O)C(C)Oc2ccc(Br)cc2Cl)c(=O)n(-c2ccccc2)n1C (stereo not drawn)	-1	-3	5	10%	0.8%	3%	-5%	-4	-4
O=C(CSc1nnc(-c2ccc(F)cc2)n1CC1CCCO1)NCc1ccco1 (stereo not drawn)	2	5	8	-17%	0.5%	0%	-5%	2	0
CC(=O)Nc1cccc2c1Cc1cc([N+](=O)[O-])ccc1-2	·	·	·	5%	·	1%	-3%	·	2
Cc1nc(NC(=O)c2cccc(Cl)c2)sc1C(=O)N1CCCCC1	3	-4	20	-7%	4.8%	-2%	1%	-2	-2
COCc1cc(CN(C)C(=O)C2CCC(=O)N(Cc3cccc(OC)c3)C2)[nH]n1 (stereo not drawn)	3	3	-13	-4%	-1.2%	3%	0%	4	-9
Cc1ccc(CNC(=O)c2cc3c(=O)n(Cc4ccco4)ccc3nc2C)cc1	3	-14	0	-9%	-4.7%	-8%	-3%	-8	4
O=C(Nc1cc(S(=O)(=O)N2CCCCC2)ccc1Cl)C1=NN(c2ccccc2)C(=O)CC1	1	3	-20	-4%	0.7%	-1%	-3%	-7	-2
COc1ccc(Cn2cc3c(-c4ccc(F)cc4)nnc-3c3cc(OC)c(OC)cc32)cc1	20	3	65	?	1.2%	-21%	-13%	2	-5
CCOC(=O)C1CCN(c2cc3c(cc2NC(=O)c2ccccc2OCC)n(C)c(=O)n3C)CC1	2	-8	-2	0%	1.8%	-8%	-5%	-1	0
COc1cccc(CN2C(=O)C3(C(C#N)=C(N)OC4=C3C(=O)CCC4)c3ccccc32)c1 (stereo not drawn)	2	-4	2	1%	0.3%	0%	-5%	-6	-2
C[C@@H](CSc1ccccc1)CN1CC[C@H](O)CCC1=O	-1	-6	-31*	0%	1.7%	-8%&0%	-1%&-2%	1	-7
OCC[C@@H]1C[C@@H](O)[C@H](O)[C@@]2(Cc3ccccc3CCO2)O1	0	-3	5	4%	0.8%	2%	-4%	-6	-2
CCOc1ccccc1NS(=O)(=O)c1cc(-c2cnc(C3CC3)o2)ccc1C	11	10	-22	·	0.0%	·	·	-1	-3
O=C(/C=C/c1ccc([N+](=O)[O-])cc1)OCC(=O)N1c2ccccc2Sc2ccccc21	2	3	-13	0%	0.1%	-5%	-3%	-10	-3
CS(=O)(=O)N(CC(=O)NCc1cccnc1)Cc1ccc(Cl)cc1	1	·	3	-7%	2.0%	1%	-3%	8	2
Cc1ccc(NC(=O)CC(=O)NCCN2CCOCC2)cc1	2	9	-19	4%	-0.2%	2%	-1%	1	-2
CCN(CC)CC(=O)c1c[nH]c2ccc(OC)cc12	3	17	-10	0%	0.5%	-4%	-3%	2	0
Next entries.
SMILES	D1 agonist	D2 potentiator	D1 antagonist	Vif-APOBEC3F blk	RXFP1 ag	Vif-A3G inh	GRP78 ERSR act	D1 PAM	LDHA block
CC(C)(C)n1nnnc1CN1CCN2CCCC2C1 (stereo not drawn)	2	14	0	2%	-0.7%	-5%	-3%	2	-4
COc1cccc(/C=C2/SC(=S)N(CC(=O)Nc3nnc(C)s3)C2=O)c1	-3	13	13	?	-0.5%	-3%	-4%	1	2
Cc1onc(C(=O)N2CCN(Cc3ccccc3)CC2)c1[N+](=O)[O-]	-2	2	11	8%	0.2%	-5%	-4%	-3	0
COc1ccc(N2C(=O)CCC(C(=O)O)C2c2ccc(OC)c(OC)c2)cc1 (stereo not drawn)	2	-7	-10	-4%	-0.8%	5%	-2%	-4	-2
COC/C=C/C1=CC2=CC(=O)C(C)(OC(=O)C3CCCC3)C(=O)C2=CO1 (stereo not drawn)	2	6	-7	-29%	1.4%	-5%	-1%	-5	10
Oc1cccc(Nc2ncnc3c2oc2ccccc23)c1	6	5	-3	1%	6.2%	-20%	3%	-2	-2
COc1cc(C(=O)Nc2ccccc2N2CCOCC2)ccc1OCC(=O)N1CCOCC1	0	3	-9	6%	1.6%	2%	-3%	-3	-5
Brc1ccc(-c2csc(-c3nc(-c4ccc(Br)s4)cs3)n2)cc1	2	11	-1	-9%	0.2%	3%	-4%	1	-4
Cc1ccc(N=C(N(C)C)P(=O)(N(C)C)N(C)C)c(C)c1	1	-4	-29	-2%	2.4%	0%	-6%	-2	-14
COc1ccc(NC(=O)C2CC(=O)OC23CCOC(C)(C)C3)cc1 (stereo not drawn)	0	0	4	-4%	-0.1%	-1%	-4%	1	-1
Cc1ccc(Cl)c2sc(NC(=O)C3=COCCO3)nc12	2	0	-1	-8%	0.6%	-18%	8%	-5	-1
Cc1ccc2c(CC(=O)Nc3cccc(C(F)(F)F)c3)coc2c1	9	-28	-14	-18%	1.0%	2%	-4%	-2	8
C/C(=N/NC(=O)c1ccc2c(c1)OCCO2)c1ccc([N+](=O)[O-])cc1	1	2	-52*	-2%	1.8%	2%	1%	-8	-8
Cc1ccc(NS(=O)(=O)N(C)C)cc1	0	·	4	2%	0.6%	1%	-4%	0	-6
Cc1ccc(C(=O)Nc2nc3n(n2)C(c2ccc(F)cc2)C=C(c2ccccc2)N3)cc1 (stereo not drawn)	15	-3	-25	-14%	5.5%	-8%	-1%	1	1
Cc1ccc([C@H]2C[C@H](O)[C@@H](n3cc(-c4ccc(F)cc4)nn3)CN2C(=O)c2cccs2)cc1	·	·	·	-9%	·	-14%	-4%	·	-5
COc1ccccc1/C=C/C(=O)NCc1ccccn1	0	3	-26	0%	-0.1%	-7%	-1%	-4	-1
CCCC(=O)Nc1nc2c(s1)COc1ccccc1-2	1	-9	-9	-7%	0.0%	2%	10%	-3	-10
COc1ccc(CCNC(=O)CCCn2c(=O)c3ccccc3n(CC(=O)Nc3c(C)cc(C)cc3C)c2=O)cc1OC	-1	-2	2	-3%	8.6%	-10%	-1%	0	-5
COc1ccccc1CN(Cc1cc2cc(C)ccc2[nH]c1=O)Cc1nnnn1CC1CCCO1 (stereo not drawn)	3	-2	38	-4%	-0.7%	0%	-1%	1	-1
O=C(O)C1C2CCCCC2=C2CCCCC2C1C(=O)Nc1nccs1 (stereo not drawn)	·	·	·	0%	·	0%	5%	·	11
Cc1cc(=O)n2nc(N3CCCC3C(=O)Nc3ccc(C(C)C)cc3)sc2n1 (stereo not drawn)	0	-16	1	-1%	2.7%	-8%	-1%	-1	4
Cc1c(Cl)cccc1-n1c(SCC(=O)N2CCC(C(=O)O)CC2)nnc1-c1ccncc1	3	2	10	-1%	0.6%	-1%	-7%	-2	-3
COc1cccc(CN2CCN(CCc3ccccc3)C(CCO)C2)c1OC (stereo not drawn)	2	4	-9	1%	-0.1%	-3%	0%	-2	-5
CC1CC(=O)c2ccccc2C1C (stereo not drawn)	·	·	·	-13%	·	2%	-3%	·	12
(continued)
SMILES	D1 agonist	D2 potentiator	D1 antagonist	Vif-APOBEC3F blk	RXFP1 ag	Vif-A3G inh	GRP78 ERSR act	D1 PAM	LDHA block
O=C(c1cccc(S(=O)(=O)N2CCOCC2)c1)N1CCCC1	3	10	-10	-1%	0.3%	-1%	-4%	-1	-23
O=C(Cn1c(=O)n(-c2ccccc2)c(=O)c2c3c(sc21)CCCC3)Nc1ccc(F)cc1F	3	2	3	?	4.9%	-1%	-1%	-2	-10
CCOc1ccc(CN(CCO)CCO)cc1[N+](=O)[O-]	0	-10	-11	4%	0.4%	0%	-1%	-5	-1
COc1ccccc1CNC(=O)CCNS(=O)(=O)c1cccc2nsnc12	11&0	10&0	2&-9	1%&3%	-1.6%&0.0%	0%&3%	-2%&-5%	2&5	3&3
O=c1c(-c2ccc(O)cc2)coc2cc(OC3OC(CO)C(O)C(O)C3O)ccc12 (stereo not drawn)	-1	-7	-26	4%	3.8%	-1%	2%	-1	0
CN(C(=O)CSc1ncn[nH]1)C1(C#N)CCCCC1	·	·	·	-7%	·	0%	-1%	·	-5
Cc1cc(C(=O)OC(C(=O)Nc2ccc(C)c(Cl)c2)c2ccccc2)c(C)o1 (stereo not drawn)	7	-3	-23	-1%	1.4%	-10%	-1%	-9	-4

Marked active in D1 antagonist, among the entries above:
| Compound | D1 agonist | D2 potentiator | D1 antagonist | RXFP1 ag | Vif-A3G inh | GRP78 ERSR act | D1 PAM | LDHA block |
| --- | --- | --- | --- | --- | --- | --- | --- | --- |
| CCOc1ccc(S(=O)(=O)NCCC(=O)NCC(c2ccc(F)cc2)N2CCOCC2)cc1 (stereo not drawn) | 1 | -6 | -78* | 0.5% | 1% | -4% | -17 | -1 |
| C[C@@H](CSc1ccccc1)CN1CC[C@H](O)CCC1=O | -1 | -6 | -31* | 1.7% | -8%&0% | -1%&-2% | 1 | -7 |
| C/C(=N/NC(=O)c1ccc2c(c1)OCCO2)c1ccc([N+](=O)[O-])cc1 | 1 | 2 | -52* | 1.8% | 2% | 1% | -8 | -8 |

These rows are one share of the data; count on the stated rates, not on these rows.
